EBNA-1 inhibitor: blocks EBNA-1 binding to DNA | EBNA-1 DNA binding, fluorescence polarization | AID 1950 | inhibition, % at 14.8 µM | 0.34% of 300,000 active; in the data active means inhibition above about 28%
Efflux pump inh: antifungal efflux pump inhibition, Nile Red retention; S. cerevisiae Candida pump triplex; inhibition, % at 10 µM; 0.44% of 330,000 active;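 active means plate passing quality check with inhibition over a set limit, or well fluorescence over plate mean plus 4 SD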;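 further: Nile Red retained in pooled yeast measured as flow cytometry median fluorescence; 0% = buffer negative control and 100% = Enniatin B positive control; higher means more Nile Red kept so more efflux inhibition; some compounds called inactive have numbers as strong as hits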
ZTA DNA inh: ZTA (EBV) inhibition in EBNA-1 counter-screen. 0.15% of 320,000 active. inhibition, % at 11 µM. ZTA-DNA binding, fluorescence polarization. AID 2234. P03206; in the data active means inhibition above about 33%
Target sequence (P03206 whole entry, looked up): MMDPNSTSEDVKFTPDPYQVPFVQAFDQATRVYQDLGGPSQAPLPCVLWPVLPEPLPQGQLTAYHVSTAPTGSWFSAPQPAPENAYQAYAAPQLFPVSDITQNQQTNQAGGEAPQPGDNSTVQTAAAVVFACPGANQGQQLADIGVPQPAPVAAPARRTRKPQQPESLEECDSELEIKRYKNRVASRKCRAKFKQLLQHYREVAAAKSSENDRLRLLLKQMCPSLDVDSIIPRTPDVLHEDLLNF
Bcl-xL primary: inhibitors of human Bcl-xL. GST-Bcl-xL / FITC-Bim BH3 peptide fluorescence polarization. inhibition, % at 10.9 µM. 0.7% of 320,000 active. AID 2129;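 active means inhibition above the mean of all tested compounds plus 3 SD, cutoff set per campaign, cut at about 30% in these data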;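 further: 0% = DMSO wells and 100% = unlabeled Bim-BH3 peptide competitor; inhibitors lower millipolarization by displacing the labeled peptide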
Target sequence (Q07817 whole entry, looked up): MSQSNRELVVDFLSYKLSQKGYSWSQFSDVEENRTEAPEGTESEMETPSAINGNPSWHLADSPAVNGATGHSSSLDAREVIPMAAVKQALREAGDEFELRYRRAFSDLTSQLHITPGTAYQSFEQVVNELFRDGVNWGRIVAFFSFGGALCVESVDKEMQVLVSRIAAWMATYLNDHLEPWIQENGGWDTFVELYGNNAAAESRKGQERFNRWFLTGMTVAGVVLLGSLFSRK
Fam108B inh: counter-screen for RBBP9 inhibitors: inhibitors of mouse Fam108B. recombinant Fam108B, FP-Rh probe fluorescence polarization. inhibition, % at 9.51 µM. 0.33% of 300,000 active. AID 1947;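 active means inhibition above the screen mean inhibition plus 3 SD, computed separately per campaign, cut at about 18% in these data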;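 further: inhibitors lower polarization as less probe binds the enzyme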
MCL1-BIM inh: MCL1-BIM-BH3 interaction inhibition (human). Q07820. GST-MCL1 / FITC-Bim-BH3 fluorescence polarization. 0.68% of 320,000 active. inhibition, % at 10.9 µM;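 active means inhibition above the mean inhibition of all tested compounds plus 3 SD, set per campaign, cut at about 40% in these data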;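 further: 0% = DMSO wells and 100% = unlabeled Bim-BH3 peptide control; higher means more loss of mP so more displacement of Bim peptide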
Target sequence (Q07820 whole entry, looked up): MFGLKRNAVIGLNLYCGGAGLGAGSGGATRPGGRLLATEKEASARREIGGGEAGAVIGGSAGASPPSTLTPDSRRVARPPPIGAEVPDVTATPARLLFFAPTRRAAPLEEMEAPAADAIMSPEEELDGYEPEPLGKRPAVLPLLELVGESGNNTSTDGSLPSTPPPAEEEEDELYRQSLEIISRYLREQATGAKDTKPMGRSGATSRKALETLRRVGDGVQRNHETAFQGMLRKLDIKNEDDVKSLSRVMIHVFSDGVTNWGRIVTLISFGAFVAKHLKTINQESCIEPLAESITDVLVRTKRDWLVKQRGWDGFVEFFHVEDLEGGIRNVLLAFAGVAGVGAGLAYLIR
MEX-5 binding: C. elegans MEX-5 TCR-2 RNA binding activity | AID 1832 | MEX-5/FITC-TCR2 RNA binding, fluorescence polarization; stronger effect = lower value | 0.38% of 300,000 active | activity score (negative = inhibition of binding), % at 10 µM | Q9XUB2;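 active means inhibition past about -25% in most replicates, and total fluorescence under double the plate's negative control median, limit read from the data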;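 further: 0% = DMSO and -100% = 5 µM competing unlabeled TCR2 RNA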
CR mimetic SO: lowers age-related superoxide in aged yeast cells; AID 2690; 0.18% of 330,000 active; S. cerevisiae aged cells, superoxide DHE fluorescence; stronger effect = lower value; superoxide response (% of plate mean), % at 10 µM;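 active means superoxide response under a set limit, about three screen SD below normal, cut at about 65% in these data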;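 further: yeast aged for seven days with compound at 30 °C before DHE staining; 100% = average MFI of all compound-treated wells on the plate with controls excluded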
GLD-1 TGE inh: GLD-1-TGE RNA interaction inhibition (C. elegans). Q17339. purified GLD-1 + fluorescein TGE RNA, fluorescence polarization. inhibition, % at 5.96 µM. 0.44% of 320,000 active;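 active means percent inhibition above a per-plate cutoff, the plate mean of test compounds plus 3 SD, cut at about 30% in these data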;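 further: 0% = DMSO wells with GLD-1 and probe and 100% = wells lacking GLD-1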
* hit, by the source's call; . = not tested or not shown; & = joins results of further samples; ! = a repeat was not active.

The first two compounds (preview)
Screens in order – EBNA-1 inhibitor | Efflux pump inh | ZTA DNA inh | Bcl-xL primary | Fam108B inh | MCL1-BIM inh | MEX-5 binding | CR mimetic SO | GLD-1 TGE inh
CCC(=O)N1CCc2cc(S(=O)(=O)Nc3ccc4c(c3)OCCO4)ccc21
  7 | -0.1 | 2 | 0 | 0 | 0 | 0.3 | 99 | 10
CCOC(=O)CC(=O)c1[nH]c(C)c(C(=O)OCC)c1C
  1 | -0.3 | 3 | 6 | 2 | 1 | -0.4 | 90 | 1

This part in full (from the top)
Screens in order – EBNA-1 inhibitor | Efflux pump inh | ZTA DNA inh | Bcl-xL primary | Fam108B inh | MCL1-BIM inh | MEX-5 binding | CR mimetic SO | GLD-1 TGE inh
CCC(=O)N1CCc2cc(S(=O)(=O)Nc3ccc4c(c3)OCCO4)ccc21
  7 | -0.1 | 2 | 0 | 0 | 0 | 0.3 | 99 | 10
CCOC(=O)CC(=O)c1[nH]c(C)c(C(=O)OCC)c1C
  1 | -0.3 | 3 | 6 | 2 | 1 | -0.4 | 90 | 1
COc1ccc(C(C)=O)cc1COC(=O)CCCN1C(=O)c2ccccc2C1=O
  1 | 0.1 | -9 | -14 | 1 | -10 | -0.5 | 114 | 10
C=CCOc1ccccc1CN1CCCC(CCC(=O)N(C)CCc2ccccn2)C1 (configuration not stated)
  8 | -0.1 | 11 | -4 | 10 | 6 | 2.9 | 102 | -3
c1ccc2cc3[nH]c(CN4CCOCC4)nc3cc2c1
  7 | 0.0 | -8 | 0 | 4 | -2 | 1.9 | 95 | -2
CC1=Nc2ccc(C)cc2/C1=C/c1c(N)n2oc(C)cc2nc1=O
  28*! | 0.1&0.1 | 19&11 | 4&5 | -29&-26 | -16&-32 | -12&-9.0 | 114&109 | -33&-34
COc1ccc([N+](=O)[O-])cc1NC(=O)C(C)Sc1nc(-c2ccccc2)cs1 (configuration not stated)
  -14 | -0.3 | -1 | 5 | -2 | -7 | 1.9 | 110 | 3
COC(=O)c1ccc(C2Nc3ccc(/C(C)=N/NC(=O)C(OC)c4ccccc4)cc3C3C=CCC32)cc1 (configuration not stated)
  -6 | 0.4 | 0 | 34* | 12 | 61* | 0.1 | 115 | 10
CCNC(=O)c1cc(S(=O)(=O)N(C)C)c(Cl)cc1Cl
  9 | 0.0 | 10 | 4 | 2 | 4 | -2.5 | 98 | -4
CCc1noc(C)c1C(=O)OCC(=O)c1ccc(OC)c(OC)c1
  . | -0.2 | -45 | -4 | . | -5 | . | 122 | -2
O=C(Cn1cnc2cc([N+](=O)[O-])ccc2c1=O)Nc1cccc(S(=O)(=O)N2CCOCC2)c1
  -11 | 0.0 | 0 | -1 | -2 | 9 | 1.3 | 105 | 7
CCOC(=O)c1cnc2c(-c3ccccc3)c(C)nn2c1N
  5 | 0.0 | -4 | 0 | 4 | -1 | -1.1 | 103 | -1
CCOC(=O)c1nn(-c2ccc(F)cc2)c(=O)c2c(N)scc12
  5 | 0.0 | 7 | -2 | 7 | 9 | 3.2 | 105 | 6
CCOC(=O)[C@H]1[C@H]2COc3ccc(Br)cc3[C@@H]2N2C(=O)CN(CC3CCCO3)C(=O)[C@@]12C (some centres not stated)
  . | 0.1 | -9 | 4 | . | 3 | . | 110 | -1
COc1ccc2nc(SCC(=O)NN)cc(C)c2c1
  -4 | 0.0 | -1 | 5 | -2 | 2 | 1.8 | 93 | 1
CC(=O)Nc1ccc(S(=O)(=O)NCCC(=O)OC(C)C(=O)NC2(C#N)CCCCC2)cc1 (configuration not stated)
  . | -0.1 | -2 | -4 | . | -4 | . | 98 | 7
Cc1cnc(C(=O)OC(C)C(=O)NCc2ccccc2)cn1 (configuration not stated)
  4 | 0.0 | 9 | 4 | -2 | 0 | 0.5 | 103 | 7
N#Cc1cc2cc3c(cc2nc1SCC(=O)N1CCCC1)OCCO3
  -3 | 0.0 | 4 | 3 | 5 | 1 | -1.3 | 100 | 2
COc1ccc(Cn2nnnc2CN(CCCN2CCOCC2)Cc2cc3cc(OC)ccc3[nH]c2=O)cc1
  11 | -0.1 | 12 | 6 | 3 | -1 | -1.8 | 116 | -3
CCOCCCNCc1cc(Cl)cc(Cl)c1OCC
  -12 | 0.0 | 3 | 8 | -1 | -4 | -0.2 | 104 | -3
CCOC(=O)C1(CCOc2ccccc2)CCN(Cc2cccc(OC)c2O)CC1
  -8 | 0.2 | 0 | 1 | -8 | 11 | 0.3 | 104 | -7
OCC1(Cc2cccc(C(F)(F)F)c2)CCN(Cc2cc3ccccc3o2)CC1
  -6 | -0.2 | -3 | 5 | 3 | 1 | 0.6 | 96 | 1
COc1ccc(S(=O)(=O)Cc2ccccc2)cc1N
  7 | 0.1 | 33 | 2 | -1 | -1 | 1.3 | 102 | 5
COCCNC(=O)c1c(N)sc2c1CCCC2
  -3 | 0.1 | -18 | 22 | 3 | 17 | 4.8 | 96 | -2
CCOCCCNC(=O)C1CCN(S(=O)(=O)c2ccc(C)cc2)CC1
  -6 | -0.1 | -15 | 1 | -2 | 2 | 0.7 | 91 | -4
O=c1c2ccccc2c(-c2ccccc2)nn1Cc1ccccc1
  -8 | 0.1 | -11 | 4 | 0 | 0 | 0.8 | 126 | 5
Cc1cc(S(=O)(=O)Nc2ccc3c(c2)n(C)c(=O)n3C)ccc1F
  4 | -0.1 | 7 | 5 | 1 | 8 | 1.0 | 104 | -2
Cc1cc(C)c(C(=O)CSc2nnc(C)s2)c(C)c1
  -10 | 0.0 | -5 | -2 | 3 | -1 | 1.7 | 105 | -10
CN(C)C(=O)N1CCC(C(=O)NCc2ccc(F)cc2Cl)CC1
  -4 | -0.1 | -10 | 4 | 2 | 3 | -2.6 | 95 | 9
COc1ccccc1C(=O)Nc1ccc(C)cc1C(=O)c1ccccc1
  0 | 0.0 | 3 | 4 | -2 | 9 | 0.8 | 98 | -1
CCO[C@H]1OC(C(=O)N2CCCCCCC2)=C[C@@H](c2csc3ccccc23)[C@@H]1CCCO
  -1 | -0.1 | 11 | 4 | 1 | -7 | -1.8 | 93 | 4
COCCNC(=O)COC(=O)C1=Cc2ccccc2OC1
  5 | -0.2 | 11 | 9 | 2 | 5 | 1.8 | 101 | 3
CC(C)Cc1nnc(NC(=O)c2cccc(S(=O)(=O)N3CCN(C)CC3)c2)s1
  4 | 0.0 | -7 | -1 | 1 | -12 | 1.3 | 97 | -4
O=C(Cn1ncc2c(=O)oc3ccccc3c21)N1CCN(c2ccccn2)CC1
  1 | 0.0 | -9 | -4 | 5 | -6 | -2.3 | 112 | 4
CSc1ccccc1C(=O)NCCc1ccc(S(=O)(=O)N2CCCCC2)cc1
  -2 | 0.1 | -20 | 0 | -2 | 7 | -2.0 | 118 | -1
COc1cccc(/C=C2\Sc3ccc(C(=O)NCC4CCCO4)cc3N(C)C2=O)c1 (configuration not stated)
  -15 | 0.5 | 3 | 3 | -10 | -2 | -1.3 | 110 | -7
N#Cc1cnn(Cc2ccccc2)c1N
  10 | 0.0 | 0 | 4 | -5 | 3 | 1.4 | 99 | -2
CCN1CCN(Cc2cc(=O)oc3cc(C)cc(C)c23)CC1
  3 | 0.0 | -4 | 7 | -1 | 8 | -2.5 | 78 | 1
Clc1ccc(-c2ccc(CNCC3CCCO3)o2)cc1 (configuration not stated)
  -1 | 0.1 | -7 | 4 | 0 | 3 | 3.1 | 82 | 6
CN(CC(=O)Nc1ccccc1Cl)C(=O)COC(=O)c1nc(Cl)c(Cl)c(Cl)c1Cl
  -2 | -0.5 | -12 | 3 | -2 | -1 | -2.1 | 95 | 1
COc1ccc(Cl)cc1NC(=O)Cn1c(C)csc1=O
  . | -0.1 | 3 | 4 | . | 3 | . | 88 | 2
CCOc1ccccc1N(C(=O)c1snc(C(N)=O)c1N)C(CC)C(=O)NC1CCCC1 (configuration not stated)
  -4 | 0.1 | 13 | 4 | 5 | 2 | -1.1 | 102 | -2
O=C(CSc1ncnc2c1cnn2-c1ccccc1Cl)N1CCN(C(=O)c2ccco2)CC1
  -7 | 0.1 | 7 | -3 | -4 | -3 | -3.4 | 114 | -8
CCNC(=O)C(C)NC(=O)C1=NN(c2ccccc2)C(=O)CC1 (configuration not stated)
  -9 | -0.3 | 4 | -2 | -1 | -2 | 0.4 | 106 | -2
CCC(=O)NNc1nc2c(F)cc(F)cc2s1
  3 | 0.1 | 17 | 3 | -1 | -7 | -2.8 | 102 | -2
NCCCCCc1nnc(SCc2ccccc2Cl)o1
  10 | -0.1 | -3 | 2 | 3 | 5 | 3.4 | 106 | 1
CN1CCc2nc(NC(=O)COc3ccc(C#N)cc3)sc2C1
  8 | 0.0 | 9 | 0 | -2 | -6 | -1.1 | 116 | 5
Cc1ccc(NC(=O)COC(=O)CNC(=O)c2ccco2)cc1
  -3 | 0.1 | -1 | 2 | 2 | 2 | 1.6 | 90 | 0
C/C=C/C1=CC(=O)C[C@H](c2ccc(F)cc2)C1
  . | -0.3 | -23 | 2 | . | 0 | . | 102 | 5
Cc1nn(CC(=O)NCC(C)c2ccccc2)c(=O)c2cccn12 (configuration not stated)
  -4 | 0.4 | -25 | 3 | -6 | 0 | 0.7 | 89 | 2
CN(Cc1ccccc1)C(=O)c1nc[nH]c1C(=O)N(C)Cc1ccccc1
  . | 0.1 | -4 | 3 | . | 0 | . | 81 | 1
Clc1ccccc1OCc1nnc2n1CCCCC2
  -21 | 0.1 | -27 | 0 | -1 | 0 | -1.7 | 100 | 5
CCCCN(C(=O)C(C)Oc1ccc(Cl)cc1)c1c(N)n(CCCC)c(=O)[nH]c1=O (configuration not stated)
  1 | 0.0 | -3 | -2 | 1 | -10 | -5.7 | 98 | 4
NCCCSC1=NCCCN1
  6 | 0.0 | -5 | 4 | -2 | 1 | 3.4 | 99 | 0
N#CCCN(C(=O)COC(=O)CCc1c[nH]c2ccccc12)c1ccc(F)cc1
  -9 | -0.1 | 9 | 0 | -3 | -1 | 2.4 | 96 | 4
COc1ccc(Cl)cc1NC(=O)CN(C)C(=O)Cn1cnc2c1c(=O)n(C)c(=O)n2C
  9 | 0.1 | 17 | 1 | -1 | -2 | -0.3 | 86 | -2
Cc1ccc2c(c1)/C(=N/OS(=O)(=O)c1ccccc1)CCS2
  2 | -0.1 | 5 | -3 | 2 | 0 | 1.2 | 97 | -1
C#CCOCCOCCOCCNc1nc(N2CCN(C(=O)[C@H](CCC(=O)O)n3cc(C(N)CC(C)C)nn3)CC2)nc(N2CCN(C(=O)[C@H](Cc3cc4ccccc4[nH]3)n3cc(C(N)[C@H](C)CC)nn3)CC2)n1 (some centres not stated)
  5 | 0.0 | -7 | 3 | 1 | 1 | -0.1 | 96 | 5
C=CCn1c(N)c(C(=O)Nc2ccc(C)cc2)sc1=S
  3 | 0.1 | -6 | 3 | 1 | 5 | -0.4 | 101 | -4
O=C(Nc1ccccc1)Oc1ccc[nH]c1=O
  -11 | -0.1 | 13 | 6 | -2 | -1 | -1.2 | 125 | -6
Cc1ccc2nc(C(F)C(F)(F)F)[nH]c2c1 (configuration not stated)
  -1 | -0.1 | -14 | 2 | 2 | 2 | 0.8 | 106 | -6

From PubChem BioAssay

Hits appear at their usual frequency; about 2.3% have a hit in one of these screens.
